MT stabilize HCS = microtubule stabilization, imaging screen; % tubulin-high responders, % at 10 µM; HeLa tubulin immunostaining HCS, 24 h; share of cells brighter than vehicle mean+2SD; hit rate 0.83% among 200,000; AID 2205;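 active means plate Z-score above 3 for both tubulin-high and condensed-nucleus cell shares, with cell loss under 80%, at 10 µM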;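 further: anti alpha tubulin signal scored within the nucleus-defined area of each cell; some results filed as inactive read as strong as hits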
Autophagy mod = modulators of autophagy; MEF GFP-LC3 puncta imaging; test concentration mostly 10 µM; calls only at 10 µM (by protocol); hit rate 0.98% among 190,000;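 active means percentage of spot-positive cells more than 3 SD above its plate mean, without a fluorescence outlier flag or 80% toxicity; inconclusive means no clear call, values can overlap the other calls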;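 further: spot-positive cell cutoff set from DMSO-treated cells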
Lipid droplet = hepatic lipid droplet formation modulation; inhibition, % at 6.5 µM; AML12 mouse hepatocytes, oleate lipid droplets, BODIPY imaging; hit rate 0.4% among 240,000; AID 1656;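 active means lipid droplet intensity inhibited by at least 50%, with more than 500 cells counted; inconclusive means wells with under 300 cells, treated as cytotoxic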
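Material – mouse AML12 hepatocyte cell line, fixed after treatment · Compound dosing – one dose, 6.5 µM compound · Times – compound with oleate, overnight · Measured by – Image-based BODIPY and DAPI two-channel analysis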
T cell HTS = T cell immune modulation candidate; 2C CD8+ T cell-vesicle binding, flow cytometry; stronger effect = lower value; calls only at 7 µM; hit rate 0.068% among 330,000; AID 2052;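 active means response, share of CD8 T cells binding vesicles, and their 90th percentile fluorescence all below set limits, cut at about 80% in these data, passing the limit was not always enough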
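Read-out – percent CD8+ FL2 mean versus row control · System – murine 2C transgenic CD8+ T lymphocytes · Times – 1.5 h cell–vesicle binding at 37 °C, then 20 min icy labelling · Control set – naked vesicles low, QL9 vesicles with vehicle high · Detection – cytometric PE anti-B7-1 and Alexa647 anti-CD8 signals after 1% paraformaldehyde fixation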
Ins promoter up = MIN6 insulin promoter up-regulation | MIN6 insulin promoter-GFP reporter, high-content imaging; stronger effect = higher value | AID 1625 | z-score at 5 µM | hit rate 0.3% among 190,000;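 active means z-score above 3 at 5 µM with at least 500 cells counted in the well; inconclusive means wells under 500 cells, flagged as cytotoxic or low count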
West Nile virus CPE = West Nile virus antiviral activity, cell-based, CPE readout (AID 1621); West Nile virus-infected cells, CPE inhibition; higher % means a stronger effect; CPE inhibition, % at 10 µM, or IC50 in µM where a hit was titrated; hit rate 0.02% among 290,000; in the data active means a potency from the dose series; inconclusive means CPE inhibition mostly from about 3.7% at the one dose, without a potency; inactive means the rest, 99 in 100 with CPE inhibition below about 2.2%; further: strong numbers were not always called active
Myeloid diff MLP = compounds promoting myeloid differentiation; ER-HoxA9 myeloid progenitors, lysozyme-GFP differentiation, flow cytometry; calls only at 10 µM; hit rate 1% among 360,000; AID 624256;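 active means normalized GFP-positive differentiation at or above the plate's own cutoff, the solvent-only control mean plus 3 SD; inconclusive means no clear call, values can overlap the other calls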;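 further: cells exposed to compound for four days before flow analysis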
b-catenin transl = beta-catenin nuclear translocation modulation. hit rate 0.3% among 190,000. AID 1665. nuclear translocation activity, % at 5 µM. HeLa beta-catenin nuclear translocation, immunofluorescence imaging;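 active means nuclear translocation activity above 50% at 5 µM, with a well cell count of 50 or more; inconclusive means wells under 50 cells across six images, flagged as toxic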;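 further: per-cell ratio of nuclear to cytoplasmic median beta-catenin stain intensity; plate controls were DMSO negative control for no effect and GSK-3 inhibitor IX positive control for full effect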
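Signal – beta-catenin immunofluorescence imaging with DAPI · Test system – human HeLa cell line · Dosing – 5 µM primary single dose, 0.1% DMSO, 0.02–20 µM confirmation series · Measure – % activation, nuclear-to-cytoplasmic median beta-catenin signal ratio per cell · Incubation – 24 h compound exposure at 37°C, 5% CO2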
WT yeast gro inh = growth inhibition of WT yeast, mitochondrial fusion screen | inhibition, % at 10 µM | mitochondrial fusion phenotypic screen, WT strain | hit rate 2.1% among 190,000; in the data active means inhibition above about 58%; tested in S. cerevisiae
WT yeast gro inh mutant strain = recorded beside WT yeast gro inh, whose call it bears; inhibition, %; mitochondrial fusion phenotypic screen, mutant strain inhibition
Ins promoter up cell count = second read-out of Ins promoter up, no call of its own (marks repeat the call); cell count; measured here: cytotoxicity, nuclei count;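 total cells summed across four imaged fields per well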
Lipid droplet cells 6.5 µM = second read-out of Lipid droplet, no call of its own (marks repeat the call); cell count; measured here: cell count, cytotoxicity flag;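 cells counted across two imaged fields per well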
b-catenin transl cell count 5 µM = also measured in b-catenin transl; calls as there; cell count; measured here: cell count, cytotoxicity flag
T cell HTS vesicle-bound % = further read-out of T cell HTS, marked with its call; double positive events, %; measured here: CD8+ vesicle-bound cell fraction;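 binding gate set so that unloaded-vesicle control wells show 10% double positive cells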
MT stabilize HCS Hoechst-high % = further read-out of MT stabilize HCS, marked with its call; % Hoechst-high responders; measured here: nuclear condensation Hoechst responders;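 share of cells brighter than vehicle mean plus two SD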
MT stabilize HCS cytotoxicity % = further read-out of MT stabilize HCS, marked with its call; toxicity, %; measured here: cytotoxicity by cell density;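 0% = mean cell density of plate MIN control wells and 100% = no cells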
Autophagy mod cell loss 18 h = further read-out of Autophagy mod, marked with its call; toxicity, %; measured here: cell loss, nuclei count;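 cell loss after 18 h compound exposure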
Myeloid diff MLP GFP+ MAC1+ % = further read-out of Myeloid diff MLP, marked with its call; GFP+ MAC1+ double positive, %; measured here: differentiation confirmed by MAC1 staining
* marks the source's active call; other numbers are inactive results; i = inactive; ? = inconclusive; / = not tested or not shown; + = active, no number.

SMILES	T cell HTS	WT yeast gro inh mutant strain	Lipid droplet	Myeloid diff MLP	Ins promoter up cell count	MT stabilize HCS Hoechst-high %	Autophagy mod cell loss 18 h	T cell HTS vesicle-bound %	b-catenin transl cell count 5 µM	Ins promoter up	Myeloid diff MLP GFP+ MAC1+ %	Autophagy mod	MT stabilize HCS cytotoxicity %	MT stabilize HCS	Lipid droplet cells 6.5 µM	WT yeast gro inh	West Nile virus CPE	b-catenin transl
COc1ccc(NC(=O)c2cccc(N3C(=O)C4C5C=CC(C5)C4C3=O)c2)c(OC)c1 (stereo unspecified)	i	/	6	i	/	/	/	32	/	/	4.2	/	/	/	767	/	-0.2%	/
COc1cc(C2CC(=O)Oc3c2c(=O)n(C)c2ccccc32)ccc1O (stereo unspecified)	i	-5	0	i	1388	2.6	8	43	936	-0.68	0.3	i	7.5	2.1	621	-5	0.0%	1.0
CN(C)S(=O)(=O)c1ccc(C(=O)NCC(C)(C)CN=C2NS(=O)(=O)c3ccccc32)cc1	i	/	-2	i	/	/	/	34	/	/	1.3	/	/	/	714	/	-0.1%	/
COc1ccc(NC(=O)/C(C#N)=C/c2ccc3c(c2)n(C)c(=O)n3C)cc1	i	-14	8	i	1139	4.5	-14	28	/	-0.23	0.4	i	6.7	2.9	668	-13	0.2%	/
CCn1nc(C(=O)OCC(=O)Nc2nc(-c3ccc(OC)cc3)cs2)c2ccccc2c1=O	i	1	11	+	1132	1.4	12	47	940	-0.22	2.2*	i	0.1	2.7	690	34	-0.2%	0.1
Cc1ccc(CSCCNC(=O)c2ccccc2)cc1	i	-25	-16	i	1319	2.0	11	44	623	-0.13	0.6	i	11	1.5	651	-9	-1.1%	-4.1
Cc1cccc(OCC(=O)Nc2ccccc2C(=O)N2CCOCC2)c1	i	16	-3	i	1366	2.6	37	41	588	-0.09	0.2	i	0.1	5.6	612	11	0.0%	-7.1
COc1ccccc1Nc1nc2ccccc2n2cnnc12	i	/	21	i	1006	/	/	42	1320	-0.16	0.5	/	/	/	756	/	1.0%	2.1
O=C(Cc1ccccc1)Nc1ccccc1N1CCN(c2ccccc2)CC1	i	8	-7	i	1207	3.1	15	15	/	1.7	12	i	6.3	3.7	755	1	-0.1%	/
O=S(=O)(Nc1ccc2nc(-c3ccc(Br)o3)[nH]c2c1)c1ccccc1	/	-23	/	/	1583	1.2	0	/	1358	0.75	/	i	3.3	2.1	/	1	0.3%	0.6
Cn1ncc(Br)c1C(=O)NC12CC3CC(CC(C3)C1)C2	i	-12	-10	i	518	2.8	-11	42	524	-1.1	0.7	i	6.4	5.0	679	0	-0.6%	-5.0
COc1ccc(CNC(=O)COC(=O)C2CCC(C(C)(C)C)CC2)cc1 (stereo unspecified)	i	-7	-1	i	1408	2.1	5	48	514	0.02	0.6	i	2.6	1.7	686	15	-0.6%	0.2
COc1ccc(CCN(C)CCC(=O)Nc2cc(C)ccc2C)cc1OC	i	22	-14	i	/	0.9	1	8	1118	/	0.6	i	7.9	0.7	704	11	-0.3%	-3.2
Cc1ccc(S(=O)(=O)Nc2ccc(N(C)C)cc2)cc1	i	3	-4	i	1515	1.6	5	53	1521	-0.86	0.6	i	7.9	3.3	691	-3	0.0%	0.3
COc1ccc(C(=O)N2CCN(c3nnnn3-c3ccccc3)CC2)cc1OC	i	-10	2	i	1257	2.5	-8	16	1200	0.97	0.7	i	17	3.0	757	2	-0.3%	-2.1
CCCCc1ccc(/C=C(\C#N)C(N)=S)s1	/	10	10	i	1389	1.5	3	/	1534	0.62	0.4	i	1.1	1.0	600	0	-0.8%	-0.2
O=C1C=C(NCc2ccc(Cl)cc2)CCC1	i	4	6	i	1542	2.5	1	54	1094	0.51	0.6	i	4.7	4.5	649	27	-1.0%	0.9
Cc1cc(C)c2c(CC(=O)O)coc2c1	i	-4	/	i	1228	2.6	13	47	928	0.19	0.5	i	7.0	4.7	/	7	-0.1%	-5.1
CCOC(=O)c1cc(-c2ccc(F)cc2)n(CC(=O)NCc2cccnc2)c1C	i	-18	-3	i	1208	1.9	-5	59	1075	-0.32	0.5	i	3.2	2.5	747	-7	/	-1.5
O=C(Nc1cccc2oc(=O)ccc12)c1ccc([N+](=O)[O-])cc1[N+](=O)[O-]	i	0	-1	i	999	1.4	11	61	/	-0.6	0.3	i	5.9	4.0	701	-10	-1.6%	/
Cn1c(=O)[nH]c(=O)c2c1nc(SCCN1CCCCC1)n2Cc1ccccc1	i	15	0	i	/	1.5	11	18	/	/	0.6	i	0.5	1.3	719	-3	-0.8%	/
Cc1ccc(Cl)cc1N1CCN(C(=O)C2CCC(=O)N(C3CCCCCC3)C2)CC1 (stereo unspecified)	i	/	-80	+	/	/	/	8	/	/	3.4*	/	/	/	746	/	0.3%	/
O=C(OCc1nnc(-c2ccccc2)o1)C1=COCCO1	i	0	7	i	1303	33	0	38	/	-1.1	0.5	i	97	4.6	728	-8	0.4%	/
Cc1cccc2cc(C#N)c(NCCCn3ccnc3)nc12	i	8	/	i	914	4.4	1	19	965	-1.3	6.4	i	8.0	6.5	/	-1	-1.0%	-6.0
CCN(CC)CCC(c1cc(OC)c(OC)c(OC)c1)c1c(OC)cc(OC)c2c(-c3ccccc3)cc(=O)oc12 (stereo unspecified)	i	/	35	i	/	/	/	43	1107	/	0.9	/	/	/	661	/	31µM*	-0.9
CC1Cc2ccccc2N1C(=O)c1cnc2ccccn2c1=O (stereo unspecified)	i	6	-6	i	/	1.5	-4	57	/	/	0.6	i	5.0	2.4	681	6	-0.2%	/
Cc1csc(NC(=O)CSc2nc(=O)cc(N)n2-c2ccc(F)cc2)n1	i	/	15	i	/	/	/	11	/	/	2.4	/	/	/	708	/	1.3%	/
O=[N+]([O-])c1ccc(OCc2nnc(-c3ccccc3)o2)cc1	i	3	-1	i	1223	1.6	-3	24	1080	0.27	0.4	i	19	3.6	688	-7	-0.4%	-2.4
COc1cc2[nH]c(=O)n(CCC(=O)N3CCN(Cc4ccc5c(c4)OCO5)CC3)c(=O)c2cc1OC	i	-11	1	i	1112	3.0	-7	38	1021	-0.33	0.2	i	3.0	3.0	686	-17	-0.3%	-4.7
O=C(Oc1cccc(C(=S)N2CCOCC2)c1)c1ccc([N+](=O)[O-])cc1	i	/	-2	i	/	/	/	22	/	/	0.6	/	/	/	790	/	-0.1%	/
Cc1cc(C)nc(/N=C(\N)Nc2ccc(C(C)C)cc2)n1	i	/	-20	i	863	/	/	51	1113	-0.6	0.5	/	/	/	591	/	0.1%	0.1
COc1cc(NC(=O)CN(C)S(=O)(=O)c2ccc3c(c2)CC(C)N3C(C)=O)cc(OC)c1OC (stereo unspecified)	i	/	3	i	/	/	/	7	/	/	6.6	/	/	/	737	/	0.4%	/
O=C(NCCc1c[nH]c2ccccc12)c1ccc(F)cc1F	i	/	-6	i	/	/	/	44	/	/	0.5	/	/	/	747	/	-1.1%	/
Nc1nc(SCc2ccc3c(c2)OCCO3)n[nH]1	i	-8	0	i	1339	1.7	-8	32	1204	-1	0.8	i	5.0	3.6	758	-15	0.0%	-3.6
CC1CC(C)CN(C(=O)/C=C/c2ccc([N+](=O)[O-])s2)C1 (stereo unspecified)	/	3	1	/	969	3.4	0	/	1040	-0.03	/	i	8.5	3.2	723	-40	2.1%	4.8
O=C(c1ccc(S(=O)(=O)N2CCCCC2)cc1)N1CCCc2ccccc21	i	10	-10	i	1213	2.6	-6	22	1060	0.08	0.5	i	5.7	3.9	745	16	-1.2%	-0.6
COc1cc(CNCCSc2nnnn2C)cc(Br)c1OCc1ccccc1	i	49	15	i	1550	1.6	-19	24	933	-0.26	0.8	i	5.8	1.8	686	33	-1.3%	2.4
CC(=O)c1ccc(N2C(=O)C3C4C=CC(CC4)C3C2=O)cc1 (stereo unspecified)	i	/	2	i	/	/	/	8	/	/	0.6	/	/	/	688	/	-0.3%	/
CCC(C)[C@H](NC(=O)OC(C)(C)C)C(=O)N/N=C/c1cccc2nccnc12 (stereo partly specified)	/	24	-2	i	805	2.3	8	/	1224	-0.4	6.4	i	1.0	3.1	785	18	0.0%	-2.0
Cc1ccccc1C(=O)NCC(=O)Nc1ccc(C)c(S(=O)(=O)N2CCCCCC2)c1	i	/	4	?	/	/	/	59	/	/	/	/	/	/	756	/	0.7%	/
CCOC(=O)Nc1ccc(Cc2ccncc2)cc1	i	-2	-2	i	1379	3.0	-4	50	1054	0	0.4	i	1.2	3.1	688	-13	-0.7%	1.8
Cc1ncsc1CCC(=O)N1CCCC(Nc2ccc(F)c(F)c2)C1 (stereo unspecified)	i	/	-7	i	/	/	/	35	/	/	1.2	/	/	/	684	/	-0.8%	/
O=S(=O)(Nc1nccs1)c1ccc(NS(=O)(=O)c2cccs2)cc1	i	-3	-34	i	1182	2.2	2	58	1149	1.6	0.5	i	2.8	4.1	731	-13	-0.5%	-0.9

Compounds were not picked by outcome; about 3.9% have a hit in one of these screens.
